Source: PubChem
Platelet DG rel: platelet dense granule release activity; hit rate 0.22% among 300,000; human platelet-rich plasma, SFLLRN dense granule ATP release, luminescence; inhibition, %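 (compounds screened at 7.5 µM in platelet-rich plasma)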; AID 1663;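 active = mean replicate score, as percent of positive control, at or above 50; inconclusive = mean below 50 but at least one replicate at or above 50; inactive = mean and every replicate below 50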
HSF1 inh: HSF1 inhibition. AID 2098. activity change, negative = inhibition, % at 7.5 µM (by protocol). NIH3T3-HGL HSE-luciferase, MG132-induced, luminescence 8 h; active compounds read low. hit rate 0.77% among 300,000;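 active = more than half of replicate wells show activity change below -50%, luminescence cut by over half; inconclusive = some wells, but at most half, below -50%; inactive = no replicate well below -50%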;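 also: luciferase reports HSF-1 transcriptional activity via heat shock element; 0% = median of DMSO wells and -100% = zero luminescence signal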
aSyn UTR inh: MLPCN primary screen, SNCA 5' untranslated region | alpha-synuclein 5'UTR reporter, inhibitor activity | inhibition, % (tested at 7.5 µM) | hit rate 0.82% among 300,000 | AID 1813; in the data active = inhibition above about 60%; inconclusive = no clear call, values can overlap the other calls;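 also: H4 neuroglioblastoma cells stably carrying SNCA 5'UTR luciferase fusion; 0% = DMSO wells and 100% = positive control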
AI-2 QS modul: modulates the Vibrio harveyi AI-2 quorum sensing system; activity change, % at 7.5 µM; Vibrio harveyi JMH597 AI-2 luminescence/OD600 ratio, 9 h; active compounds read low; strain lacks LuxN and CqsS sensors; 0 = neutral-control median; AID 2094; hit rate 0.4% among 300,000; in the data active = activity change below about -75%, passing the limit was not always enough; inconclusive = no clear call, values can overlap the other calls;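 also: luminescence divided by OD600 gain over 9 h not by final OD600 alone; inactives centre near 13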
HSF-1 act: increases HSF-1 driven luciferase reporter signal; hit rate 1.7% among 300,000; NIH3T3-HGL HSF-1 luciferase reporter, MG132, 8 h; 100% = twice DMSO control signal; activation, % at 9 µM;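 active = mean replicate activation of at least 50% with a set share of replicates each reaching 50%; inconclusive = only one of those two conditions met; inactive = mean below 50% and too few replicates reaching it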;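 also: 0% = median of the neutral control wells and 100% = twice that signal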
HIF act: HIF pathway transcriptional activation. activation, % at 7.5 µM (by protocol). U2OS HRE-luciferase reporter, luminescence; normalized: DMSO 0%, desferrioxamine 100%. hit rate 0.32% among 300,000;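 active = mean activation of at least 10% of the iron chelator positive control signal, with at least half of replicates also reaching 10%; inconclusive = mean and replicate majority disagree about reaching 10%; inactive = mean and most replicates under 10%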
HSP90 refold inh: inhibitors of HSP90 luciferase refolding in rabbit reticulocyte lysate; luciferase refolding luminescence, 3 h; inhibition, % at 5.6 µM; hit rate 0.91% among 290,000; AID 1789;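 active = inhibition above the screen-wide mean plus 3 SD, computed separately per campaign, cut at about 16% in these data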;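 also: 0% = DMSO wells and 100% = 60 µM geldanamycin wells; inhibitors lower the luminescence because luciferase stays unfolded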
KLF5 inhibitor: inhibitors of KLF5 expression. DLD-1 KLF5 promoter-luciferase reporter, luminescence. inhibition, % at 5 µM. hit rate 0.23% among 290,000;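 active = inhibition above a per-plate limit of that plate's mean compound inhibition plus 3 SD, cut at about 60% in these data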;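 also: 0% = DMSO wells and 100% = LY294002 at 200 µM; higher means less KLF5 promoter-driven luciferase light; inactives centre near -14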
IEC-6 tox: counter-screen for KLF5 inhibitors: cytotoxicity in IEC-6 cells; inhibition, % at 5 µM; hit rate 0.78% among 290,000; IEC-6 cytotoxicity, luminescence viability; in the data active = inhibition above about 22%;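 also: 0% = plate median of test compound wells and 100% = cytotoxic reference compound wells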
HDAC3 inh: human HDAC3 inhibition | AID 2718 | recombinant HDAC3, fluorogenic peptide/trypsin coupled, fluorescence | hit rate 0.15% among 320,000 | O15379 | inhibition, % at 8.3 µM; in the data active = inhibition above about 26%, passing the limit was not always enough; inconclusive = no clear call, values can overlap the other calls
Target sequence (O15379 whole entry, looked up): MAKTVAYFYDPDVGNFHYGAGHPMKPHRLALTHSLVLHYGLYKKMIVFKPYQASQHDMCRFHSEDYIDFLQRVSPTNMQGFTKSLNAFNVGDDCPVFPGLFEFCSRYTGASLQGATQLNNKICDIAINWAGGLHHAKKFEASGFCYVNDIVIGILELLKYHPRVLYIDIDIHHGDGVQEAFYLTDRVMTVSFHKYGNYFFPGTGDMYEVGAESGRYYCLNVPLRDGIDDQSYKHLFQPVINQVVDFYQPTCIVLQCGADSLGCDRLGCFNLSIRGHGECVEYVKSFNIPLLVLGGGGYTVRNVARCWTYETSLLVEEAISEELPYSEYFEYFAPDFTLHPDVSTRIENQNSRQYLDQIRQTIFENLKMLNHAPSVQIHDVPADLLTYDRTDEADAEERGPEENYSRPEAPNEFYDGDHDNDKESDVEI
* marks the source's active call; other numbers are inactive results; ? = inconclusive; / = no result given.

SMILES	HSF-1 act	AI-2 QS modul	aSyn UTR inh	KLF5 inhibitor	HSF1 inh	Platelet DG rel	HSP90 refold inh	IEC-6 tox	HDAC3 inh	HIF act
COc1ccc(NC(=O)CCN2C(=O)C3C4CCC(C4)C3C2=O)cc1 (stereo not drawn)	1.7	9.1	11.5	-26.3	-0.3	-11.8	4.8	3.6	/	0.4
COc1ccc(-c2nc(C)c(C(C)=O)n2O)cc1[N+](=O)[O-]	-7.0	6.6	9.3	1.0	-5.6	8.0	-3.0	7.2	9.5	-0.3
COc1ccc(C(=O)NCc2nnc(SCC(=O)Nc3cccc(C(F)(F)F)c3)o2)cc1OC	-29.4	1.1	-5.4	0.9	-9.6	8.0	-0.8	-0.4	6.4	1.1
Cn1cccc1/C=C1\CCc2ccccc2C1=O	-7.6	16.1	-53.9	-58.7	-16.9	67.2*	39.2*	8.0	-0.5	-1.8
CC1(C)CC(NC(=O)c2ccccc2Cl)CC(C)(C)N1	-1.3	-9.0	-0.9	-24.7	-9.4	-0.9	4.0	-1.6	-2.9	-0.2
O=C(CN1C(=O)C2CCCCC2C1=O)Nc1ccccc1C(=O)O (stereo not drawn)	34.4	/	-9.1	-11.2	6.7	11.9	-0.4	-2.8	-3.5	-0.1
COc1ccc(C2c3c(-c4ccccc4O)n[nH]c3C(=O)N2CCc2ccc(OC)c(OC)c2)cc1 (stereo not drawn)	40.9	41.9	32.8	-1.9	21.3	-1.2	-0.1	-0.5	?	-1.3
COc1ccc(N2CCN(C(=O)CN(c3ccc(Br)cc3)S(C)(=O)=O)CC2)cc1	9.1	24.4	18.4	6.5	-4.6	1.8	-0.3	-8.3	2.7	-0.1
CC1(C)CC(=O)C(C2C3=C(CC(C)(C)CC3=O)Oc3ccc4ccccc4c32)C(=O)C1 (stereo not drawn)	19.8	36.1	-56.0	-28.3	11.0	6.0	-1.2	1.2	-5.6	1.5
COc1ccc(S(=O)(=O)Nc2ccccc2C(=O)N2CCOCC2)cc1F	9.2	7.4	11.8	-41.4	-0.9	-2.1	-1.6	1.1	1.6	0.2
CCNc1nc(NCC)nc(N(C#N)CCOc2ccccc2)n1	-28.0	13.7	24.6	-27.6	-9.6	5.8	-0.4	-1.4	2.3	-0.5
O=C1c2ccccc2C(=O)N1CN(C(=O)COc1ccc(Cl)cc1Cl)c1cccc(F)c1	39.3	6.8	-10.0	-2.3	6.6	9.8	-7.5	-7.8	0.2	0.7
N#CCNC1CC(=O)N(c2ccc(F)cc2)C1=O (stereo not drawn)	-1.9	-2.7	-5.1	-28.6	6.4	-0.6	-8.0	-1.9	-10.2	-1.5
COc1ccc(S(=O)(=O)NCC2CCCN(C(=O)c3occc3C)C2)cc1 (stereo not drawn)	-1.4	3.7	-2.9	0.8	1.2	11.6	-1.9	-2.5	1.2	-0.1
CC(C)C(NS(=O)(=O)c1cccs1)C(=O)NCCCN1CCCCCC1 (stereo not drawn)	4.7	9.8	-15.6	-12.3	-2.3	8.5	0.1	6.6	-3.3	-4.0
CCOC(=O)C1CCN(Cc2cnc(Oc3ccc(N)cc3)s2)CC1	-4.9	6.5	8.3	-14.1	-0.6	-0.2	2.5	-4.7	3.2	0.8
Cc1cccc(C)c1NC(=O)CNC(=O)CCC(=O)N1CCOCC1	20.7	12.9	-1.1	/	4.0	0.4	/	/	1.3	-0.4
O=C(O)c1cc(S(=O)(=O)N2CCCCCC2)c(Cl)cc1Cl	/	12.5	28.1	-0.2	/	-2.2	-2.0	-2.4	-7.4	-0.1
NC(=O)c1oc2ccc(Cl)cc2c1NC(=O)CN1CCOCC1	-8.2	2.8	13.7	-34.4	-2.3	13.3	-5.9	1.2	9.3	-0.3
CN(CC(=O)Nc1ccccc1Cl)C(=O)COC(=O)CN1C(=O)NC2(CCCC2)C1=O	-12.1	-2.7	-3.3	10.6	-3.6	14.9	-0.1	0.9	-3.4	0.4
O=C1CCN(Cc2nc(-c3ccc(Cl)cc3)no2)CCN1	16.8	-17.8	10.6	5.3	-2.6	5.3	0.8	2.1	1.4	0.0
O=C(CN1C(=O)NC2(CCCC2)C1=O)Nc1ccc(F)c(Cl)c1	-7.9	-7.5	2.0	9.3	-1.3	-3.2	1.9	4.9	1.0	1.2
CC(=O)NC(CC(=O)NC1CCCc2ccccc21)c1ccccc1 (stereo not drawn)	-1.1	18.1	22.2	-13.6	-0.9	-0.6	1.7	-4.5	2.3	-0.3
O=C(Cc1ccc(Cl)cc1)Nc1ccccc1Sc1ccccc1	19.6	16.1	28.6	-12.0	7.4	-36.5	-1.2	1.4	4.6	-0.4
CS(=O)(=O)N(CC(=O)N1CCN(Cc2ccccc2)CC1)C1CCCCC1	-0.2	3.8	32.3	-16.4	-2.5	3.4	0.8	-2.0	4.5	0.4
CSc1nnc(SCC#N)s1	1.4	17.1	2.7	-12.5	-4.8	-3.4	3.4	-0.1	1.0	-0.3
COCCSc1nnc(NC(=O)Cc2ccc(OC)c(OC)c2)s1	-10.8	7.9	0.1	-12.9	-8.6	2.2	-5.1	-4.0	0.1	0.2
CCCn1c(=O)[nH]c(=O)c2c1nc(-c1ccc3c(c1)OCCO3)n2CCN1CCOCC1	7.2	-1.3	2.1	-14.4	2.9	5.9	-0.5	-6.0	-2.1	-0.4
Cc1ccccc1Nc1cc(C(=O)NCc2ccco2)c2ccccc2n1	0.6	5.1	0.0	-14.6	-12.2	-11.3	2.1	11.1	4.7	-0.5
Cc1onc(-c2c(Cl)cccc2Cl)c1C(=O)NC1CCCCC1	1.7	8.4	2.6	-13.2	-1.7	0.8	-2.5	-3.1	6.1	-0.2
COc1cccc(NC(=O)C2CCCN(S(=O)(=O)c3ccc(-n4cnnn4)cc3)C2)c1 (stereo not drawn)	-8.3	-1.9	-1.5	-8.9	-15.4	-21.4	-0.2	-0.6	-6.1	-22.6
Cc1c(N2C(=O)C3C4C=CC(C4)C3C2=O)c(=O)n(-c2ccccc2)n1C (stereo not drawn)	-4.4	5.5	3.5	-4.5	-8.2	4.0	-1.4	-2.0	-5.4	0.1
COc1cccc(S(=O)(=O)NCc2ccc(C(=O)Nc3cccc(Cl)c3)cc2)c1	8.5	24.4	-33.5	-23.9	1.7	15.6	5.7	2.6	8.2	-0.4
CCN(CC)c1cc(C)c2cc(NC(=O)c3ccccc3F)ccc2n1	8.4	39.4	-124.6	-32.0	0.4	5.2	-2.9	-1.2	6.4	3.1
COc1cc(C(=O)N2CCN(C(=O)c3cc(-c4ccccc4)n[nH]3)CC2)cc(OC)c1OC	-5.6	4.9	-4.6	-5.8	1.1	2.9	3.0	1.9	-2.2	-0.4
Cc1c(C(=O)Nc2cccc([N+](=O)[O-])c2)sc2ncn(CC(=O)N3CCOCC3)c(=O)c12	8.3	32.3	7.2	-8.5	6.1	1.8	-4.3	-2.0	4.3	0.0
O=C(CCS(=O)(=O)c1ccccc1)Nc1nc2ccc(F)cc2s1	-6.4	20.5	-9.7	/	-4.1	0.4	/	/	7.8	-1.2
O=C(CN(c1cccc(Br)c1)S(=O)(=O)c1ccccc1)N/N=C/c1cc([N+](=O)[O-])ccc1O	-1.8	49.5	34.0	/	0.8	-4.2	/	/	7.9	6.5
Cc1cccc(NC(=O)C(=O)NCC2CCCN2S(=O)(=O)c2ccccc2)c1 (stereo not drawn)	18.7	-2.9	-7.5	/	3.1	-3.5	/	/	0.1	0.0
CCCN1CCC(N(CCc2ccccc2)Cc2ccccc2)CC1	-8.4	13.7	-22.9	-1.3	-6.8	-0.9	2.5	6.9	4.4	1.0
COc1ccc(CN2C(=NC(=O)C3CC3)SC3CS(=O)(=O)CC32)cc1OC (stereo not drawn)	5.1	1.8	-3.8	-14.7	-0.3	5.9	7.0	-2.8	2.5	0.2
COc1cccc(/C=C2\SC(=S)N(NS(=O)(=O)c3ccc(C)cc3)C2=O)c1OC	2.4	43.5	21.3	-20.0	2.7	4.1	-2.7	-9.8	7.3	-4.1
CCc1ccc(S(=O)(=O)NCCc2cn3ccsc3n2)s1	-6.2	34.7	15.1	-40.6	-1.9	?	-1.3	1.2	-3.9	0.1
O=C(C1CCCO1)N1CCN(c2c3c(nc4cc(-c5ccc(F)cc5)nn24)CCC3)CC1 (stereo not drawn)	/	10.7	-45.7	1.6	/	-2.1	2.3	8.8	-6.5	1.1
CC(C)(C)c1ccc(C(CC(=O)O)NC(=O)C23CC4CC(CC(C4)C2)C3)cc1 (stereo not drawn)	0.6	5.6	6.0	-27.7	4.3	3.7	3.6	-1.1	3.2	-0.3
COc1ccccc1N1CC(C(=O)Nc2nnc(SCC(=O)N3CCOCC3)s2)CC1=O (stereo not drawn)	2.8	-0.1	9.3	-11.3	0.1	0.5	3.3	2.2	-4.0	-0.3
Cc1oc(-c2ccoc2)nc1CN(Cc1ccccc1)CC1CC1	-7.6	26.0	1.8	-2.0	-1.1	1.5	-2.8	-9.7	2.8	0.9
CS(=O)(=O)c1[nH]nc(-c2ccccc2Cl)c1C#N	4.4	5.2	4.2	0.9	-12.1	-4.3	0.3	-6.4	-4.6	0.1
O=C(Nc1nccs1)c1ccc(-c2ccc(Cl)cc2)o1	56.6*	20.7	-206.6	-91.7	25.2	37.5	-1.0	4.7	-1.8	3.3
O=C(C1=C[C@@H](c2ccccc2)C[C@@H](OCc2ccc(CO)cc2)O1)N1CCCCCCC1	-55.0	6.6	3.9	-20.4	-39.6	9.0	2.5	-6.8	2.9	-1.1
Cc1c(CC(=O)N2CCN(C(=O)C3COc4ccccc4O3)CC2)c(=O)oc2cc(O)ccc12 (stereo not drawn)	-2.3	33.9	-9.5	3.6	1.0	8.3	-7.3	-10.9	-375.3	0.2
